SRC3 TRFRET art: counter-screen for PPARgamma SRC-3 recruitment agonists: TR-FRET artefact. PPARgamma/SRC-3 format; active compounds read high. TR-FRET ratio at 8 µM. 99,000 compounds, 0.39% hits. AID 1048; in the data active = TR-FRET ratio above about 2000; note: inactives centre near 1600; reference of the scale not given here
SRC1 TRFRET art: flags TR-FRET format artefacts in PPARgamma SRC-1 recruitment agonist screen; TR-FRET detection artefact counter-screen, emission ratio; active compounds read high; TR-FRET ratio at 8 µM; 99,000 compounds, 0.34% hits; AID 1051; in the data active = TR-FRET ratio above about 2300; note: inactives centre near 1800; reference of the scale not given here
* marks the source's active call; other numbers are inactive results.

SMILES	SRC3 TRFRET art	SRC1 TRFRET art
CC(C)[C@H](NC(=O)c1ccccc1)C(=O)OCc1nnc(-c2ccccc2)o1	1488	1613
COc1ccccc1/C=C/C(=C1/C(=O)N(c2ccccc2)N=C1C)c1ccc(C)cc1	1421	1774
NS(=O)(=O)c1ccc(CCNC(=O)CN2CCN(c3ccccc3F)CC2)cc1	1466	1736
CCOC(=O)C1=C(C)N(CCO)C(=O)NC1c1ccccc1 (stereo unspecified)	1728	1869
Cc1cccc(Oc2ccc(NC(=O)c3ccccc3C(=O)O)cc2)c1C	1609	1746
Cc1nnc(SCC(=O)NC2CC2)n1CC1CCCO1 (stereo unspecified)	1534	1679
Clc1cccc(C[n+]2cc(-c3ccccc3)n3c2CCC3)c1	1468	1669
CC1CCN(C2CC(=O)N(c3ccccc3)C2=O)CC1 (stereo unspecified)	1598	1865
O=[N+]([O-])c1cc(Cl)cc(/C=N/n2cnnc2)c1O	1436	2098
Cc1cc(C)cc(NS(=O)(=O)c2ccc(NC(=S)Nc3ccccc3)cc2)c1	1601	1728
O=C(c1ccc2c(c1)OCO2)C1CCCN(C2CCN(CCc3ccccc3)CC2)C1 (stereo unspecified)	1624	1913
C=C(C)CN=C1SC(C(=O)Nc2sc3c(c2C(=O)OC)CCC3)C(N)=C1C(N)=O (stereo unspecified)	1594	1709
CN(C)C(=N)c1n[nH]nc1SCc1ccccc1	1463	1722
COc1cc(OC)c(C(=O)CCCN2CCCC2)c(OC)c1	1805	1651
CC(C)C1(C(C)C)OC(=O)c2ccccc21	1480	1793
O=C(CCCSc1nc2ccccc2[nH]1)NC(c1ccccc1)c1ccccc1	1778	1798
CC(=O)Nc1ccc(NC(=O)CSc2nnc(C)c(=O)[nH]2)cc1	1683	1683
O=S(=O)(NC1CCCc2ccccc21)c1cnc[nH]1 (stereo unspecified)	1730	1769
O=C1c2c(O)cc(O)cc2O[C@H](c2ccc(O)c(O)c2)[C@@H]1O	1362	1622
O=C(CNC(=O)Cc1ccccc1)N=Nc1c(O)n(Cc2ccc3c(c2)OCO3)c2ccccc12	1470	1803

Full records as entered above. Order of values: SRC3 TRFRET art, SRC1 TRFRET art
Cc1cccc(Oc2ccc(NC(=O)c3ccccc3C(=O)O)cc2)c1C is entered as 1609, 1746
O=C(CCCSc1nc2ccccc2[nH]1)NC(c1ccccc1)c1ccccc1 is entered as 1778, 1798
O=[N+]([O-])c1cc(Cl)cc(/C=N/n2cnnc2)c1O is entered as 1436, 2098

4 of the compounds above, with each value named.
compound: Clc1cccc(C[n+]2cc(-c3ccccc3)n3c2CCC3)c1
  SRC3 TRFRET art: 1468; SRC1 TRFRET art: 1669
compound: CC1CCN(C2CC(=O)N(c3ccccc3)C2=O)CC1 (stereo unspecified)
  SRC3 TRFRET art: 1598; SRC1 TRFRET art: 1865
compound: O=[N+]([O-])c1cc(Cl)cc(/C=N/n2cnnc2)c1O
  SRC3 TRFRET art: 1436; SRC1 TRFRET art: 2098
compound: Cc1cc(C)cc(NS(=O)(=O)c2ccc(NC(=S)Nc3ccccc3)cc2)c1
  SRC3 TRFRET art: 1601; SRC1 TRFRET art: 1728

Going on with the list.
SMILES	SRC3 TRFRET art	SRC1 TRFRET art
COc1ccc(C2=CC(c3ccc(Cl)cc3)n3cnnc3N2)cc1OC (stereo unspecified)	1623	1740
CCOn1c(=O)c(-c2cccc([N+](=O)[O-])c2)[n+]([O-])c2ccccc21	1727	1867
CC(C)(C)C(=O)C[n+]1cccc(C(N)=O)c1	1720	1881
Clc1ccc(CSc2ncnc3nc[nH]c23)cc1	1472	1903
Cc1ccc(S(=O)(=O)N2CCCCC2)cc1NC(=O)COC(=O)CNC(=O)c1cc(Cl)cc([N+](=O)[O-])c1	1700	1798
Cc1ccc(NS(=O)(=O)c2ccc(CCC(=O)NCc3cccnc3)cc2)cc1	1547	1872
Cc1ccc(-c2onc3ccc(C4OCCO4)cc23)cc1	1545	1706
CC1(C)CC(=O)C2=C(C1)N=C1SCCC(=O)N1C2c1cccc([N+](=O)[O-])c1 (stereo unspecified)	1610	1874
O=C(CSc1ccc(-c2ccccc2)nn1)Nc1ccc2c(c1)OCCO2	1470	1491
COc1ccc(NC(=O)Cc2ccc(C)c(C)c2)cc1Cl	1525	1629
CC1(CC(=O)Nc2ccccc2)NC(=S)N(c2ccccc2)N1 (stereo unspecified)	1658	1764
COc1ccc(NC(=O)c2ccccc2-c2ccccc2)c(C)c1	1503	1764
CC1CC(C)(C)NC(=S)N1CC(=O)NCc1ccc(Cl)cc1 (stereo unspecified)	1553	1924
CCN(CC)C(=S)NC(=O)c1cccnc1	1467	1938
CNc1ccc(Oc2nc([N+](=O)[O-])nn2C)cc1	1520	1942
CC(=O)c1ccc(NC(=O)/C=C/c2ccc(C)cc2)cc1	1494	1678
COc1ccc(CCNC(=O)C(=O)NCc2ccccn2)cc1	1556	1805
CCOC(=O)C1(Cc2ccccc2C(F)(F)F)CCN(CCCn2cccn2)CC1	1704	1757
C=CCn1c(=N)n(CC(=O)c2cccc([N+](=O)[O-])c2)c2ccccc21	1635	1718
Cc1cccc(N=Nc2cn[nH]c2-c2ccco2)c1	1599	1730
O=S(=O)(Nc1ccc(Cl)c(C(F)(F)F)c1)c1cnc[nH]1	1705	1598
COc1ccc(-n2cnnc2SCC(=O)Nc2cc(C)on2)cc1	1680	1739
COc1cc(NC(=O)COC(C)=O)cc(OC)c1OC	1376	1566
Cc1csc2ncc(C(=O)NCc3ccccn3)c(=O)n12	1713	1902
C=CCOC(=O)C1=C[C@H](c2cn(C(C)=O)c3ccccc23)C[C@H](OCc2ccc(CO)cc2)O1	1646	1773
CCOC(=O)c1sc(Nc2nc3cc4c(cc3s2)OCO4)cc1C	1745	1663
CC(C)c1ccc(/C=N/Nc2ccc(C(=O)O)cc2)cc1	1768	1721
O=C(CCc1nc2ccccc2[nH]1)NC1CCCCC1	1635	1946
Cc1ccc2nsnc2c1NC(=O)CCc1ccccc1	1492	1544
CC(=O)NC(C1C(=O)CC(C)(C)CC1=O)(C(F)(F)F)C(F)(F)F	1606	1827
O=C1N(Cc2cccc(Cl)c2)C[C@@H]2C[C@@H](c3ccsc3)N3CCC[C@@]123	1387	1814
O=C(CNC(=O)C1CCCCC1)OCn1nnc2ccccc2c1=O	1532	1564
O=C(NCc1cccs1)c1cnc(Cl)c(Cl)c1	1743	1556
O=C(c1ccccc1F)N(NC(=O)C(O)(c1ccccc1)c1ccccc1)c1ccccc1	1597	1964
CS(=O)(=O)N1CCC(Oc2ccccc2C(=O)N2CCNC(=O)C2)CC1	1372	1489
O=C(O)CC(NC(=O)Cc1ccccc1)c1cc([N+](=O)[O-])ccc1Cl (stereo unspecified)	1376	1635
CCCCC(=O)NC(c1ccccc1Cl)c1c(O)ccc2ccccc12 (stereo unspecified)	1472	1602
Cc1ccc(Cn2c(=O)c3c(nc4n3CCN4Cc3ccco3)n(C)c2=O)cc1	1423	1954
Cc1nn(-c2ccccc2)c(NC(=O)c2cccs2)c(-c2ccc(Cl)cc2)c1=O	1670	1812
Cc1nc2cc(NCc3cccs3)ccc2n1C	1453	1949
Cc1cc(C(=O)OCn2nnc3ccccc3c2=O)c(C)o1	1747	1856
Cn1c(=O)n(C)c2cc(S(=O)(=O)NCCc3ccccc3)ccc21	1445	1580
Cc1ccc(/C=C2\CCC(C3CCCC3)C2=O)cc1 (stereo unspecified)	1643	1865
NC(=O)C1(c2ccccc2)CCCN1C(=O)c1ccc(Br)cc1 (stereo unspecified)	1520	1485
Cc1ccccc1OCc1nc2ccccc2c(=O)n1/N=C/c1cccc([N+](=O)[O-])c1	1709	1767
CCc1ccccc1NC(=O)Nc1ccc2c(c1)OCO2	1552	1940
COc1ccc(OC)c(C2CC(c3ccc(NS(C)(=O)=O)cc3)=NN2C(=O)c2ccccc2)c1 (stereo unspecified)	1505	1813
COc1ccc(OC)c(NC(=O)C(=O)NNC(=O)COc2ccc(Br)cc2C)c1	1632	1838
Cc1cc(C)n2nc(SCC(=O)c3cc(C)n(CC4CCCO4)c3C)nc2n1 (stereo unspecified)	1680	2015
COc1ccc(N2CCN(CC(=O)N3N=CCC3c3ccccc3)CC2)cc1 (stereo unspecified)	1677	2014
CCc1cc2ccc(OC)cc2nc1SCC(=O)NNC(=O)c1ccco1	1814	2083
Cc1onc(-c2c(F)cccc2Cl)c1C(=O)NNC(=O)C1CCN(Cc2cccc(F)c2)CC1	1551	1758
CCCOc1ccc(C2C(C(=O)/C=C/c3ccco3)=C(O)C(=O)N2CCN2CCOCC2)cc1OC (stereo unspecified)	1671	1831
O=C1CCCC(O)=C1N=Nc1c(Cl)cc(Cl)cc1Cl	1524	1781
COC(=O)C1=C(C)NC(=O)NC1c1ccc(-c2ccc(Cl)cc2)o1 (stereo unspecified)	1668	1672
Cn1c(=O)[nH]c(=O)c2c1nc(N1CCCCCC1)n2CCOc1ccccc1	1606	1794
Cn1c2ccccc2c(=O)c2c(=O)n(Cc3ccco3)c(COc3ccccc3)nc21	1503	2008
O=C(O)C[C@@H](O)C(=O)O	1677	1641
O=C(Nc1cccc(F)c1)NC1(C(=O)N2CCOCC2)CCCCC1	1548	1596
CN(Cc1cccc2ccccc12)C(=O)c1cc(COc2c(F)cccc2F)on1	1409	1731

Ordered by count of non-hydrogen atoms (smallest number first): three of the compounds above.
SMILES	SRC3 TRFRET art	SRC1 TRFRET art
O=C1CCCC(O)=C1N=Nc1c(Cl)cc(Cl)cc1Cl	1524	1781
NC(=O)C1(c2ccccc2)CCCN1C(=O)c1ccc(Br)cc1 (stereo unspecified)	1520	1485
Cn1c(=O)[nH]c(=O)c2c1nc(N1CCCCCC1)n2CCOc1ccccc1	1606	1794

More entries follow:
SMILES	SRC3 TRFRET art	SRC1 TRFRET art
O=C(O)C1=C[C@@H](c2ccc(Br)cc2)C[C@@H](OCc2ccc(CO)cc2)O1	1601	1629
CCCCC1C(=O)CC[C@H]2[C@@H]1CC(=O)[C@@H]2C/C=C\CCCC(=O)O (stereo partly specified)	1549	1504
Cc1ccc2occ(C3NC(C(=O)O)CS3)c(=O)c2c1 (stereo unspecified)	1580	1991
CC(CCCC(C)(C)O)NCc1cn[nH]c1-c1ccc2c(c1)OCO2 (stereo unspecified)	1470	1576
Cc1cc([N+](=O)[O-])nn1CC(=O)N1N=C(C(F)F)CC1(O)C(F)F (stereo unspecified)	1509	2059
Cc1ccc(NC(=S)NNC(=O)Nc2ccccc2)cc1	1658	1720
CCOc1ccc(CN(C)C(C)C(=O)Nc2ccc([N+](=O)[O-])cc2Cl)cc1OC (stereo unspecified)	1607	1715
O=C(NCc1cccnc1)/C(=C\c1ccc(-c2cccc(Cl)c2)o1)S(=O)(=O)c1ccccc1	1529	1626
COc1ccc(-n2nc([N+](=O)[O-])c(=NCCc3ccc(OC)c(OC)c3)n2O)cc1	1612	1538
CCn1cnc2cc(NC(=O)c3cccs3)ccc21	1540	1722
O=C1C(Cc2c[nH]c3ccccc23)NC(=S)N1Cc1ccccc1 (stereo unspecified)	1507	1883
COc1ccc(S(=O)(=O)N(C(C)=O)c2ccc(OC(C)=O)c3ccccc23)cc1[N+](=O)[O-]	1728	2104
Cc1ccc(NC(=O)Cn2cccc2C2=NC(c3ccccc3)CO2)cc1C (stereo unspecified)	1384	1582
CN(C)C(CNC(=O)c1cccc(OC(F)F)c1)c1ccco1 (stereo unspecified)	1744	1771
COc1ccc2cc(CN(CC3CCCO3)C(=O)Nc3ccccc3OC)c(=O)[nH]c2c1 (stereo unspecified)	1806	1942
C/C(=N\NC(=O)c1ccc(Cl)cc1)c1ccc(N2CCOCC2)cc1	1470	1637
Cc1ccc(S(=O)(=O)N(C)C)cc1NC(=S)N1CCN(Cc2ccc3c(c2)OCO3)CC1	1484	1985
O=C(CCNC(=O)Cn1ccc2ccccc2c1=O)NCCCN1CCOCC1	1664	1739
Cc1nc(CN(C)Cc2nc(Cc3cccc(F)c3)no2)cs1	1496	1732
Cc1cc(N2CCOCC2)ccc1/C=C\[N+](=O)[O-]	1542	1710
CCOC(=O)N1CCN(C(=O)C(C)N(c2ccccc2)S(C)(=O)=O)CC1 (stereo unspecified)	1858	1838
Cn1cccc1C(=O)OCC(=O)NC(=O)NC1CCCCC1	1456	2028
N#CCC(=O)Nc1ccc(C(=O)OCC(=O)c2ccc3c(c2)OCCO3)cc1	1822	1966
O=C(NCc1ccco1)C1CCN(c2ccc(S(=O)(=O)N3CCOCC3)cc2[N+](=O)[O-])CC1	1662	1713
CC(=O)Nc1cccc(Nc2nc(-c3ccccc3F)nc3ccccc23)c1	1398	2037
COc1cc(N/N=C/c2ccccc2O)ncn1	1527	1760
CCOC(=O)c1c(NC(=O)CN2CCC(C)CC2)sc(C)c1C	1425	1690
N#Cc1ccc2c(c1)NC(=O)C1CCCN21 (stereo unspecified)	1517	1766
